Assay outcomes deposited in PubChem by Broad Institute.
TcdB inh – TcdB glycohydrolase inhibitors, primary screen, biochemical, single point, plate reader. Toxin B (Clostridioides difficile), P18177. TcdB glycohydrolase enzymatic assay. inhibition, % at 9.99 µM. 350,000 tested, 0.24% active. AID 652162, 2013; in the data active = inhibition above about 10%
Target sequence (P18177 whole entry, looked up): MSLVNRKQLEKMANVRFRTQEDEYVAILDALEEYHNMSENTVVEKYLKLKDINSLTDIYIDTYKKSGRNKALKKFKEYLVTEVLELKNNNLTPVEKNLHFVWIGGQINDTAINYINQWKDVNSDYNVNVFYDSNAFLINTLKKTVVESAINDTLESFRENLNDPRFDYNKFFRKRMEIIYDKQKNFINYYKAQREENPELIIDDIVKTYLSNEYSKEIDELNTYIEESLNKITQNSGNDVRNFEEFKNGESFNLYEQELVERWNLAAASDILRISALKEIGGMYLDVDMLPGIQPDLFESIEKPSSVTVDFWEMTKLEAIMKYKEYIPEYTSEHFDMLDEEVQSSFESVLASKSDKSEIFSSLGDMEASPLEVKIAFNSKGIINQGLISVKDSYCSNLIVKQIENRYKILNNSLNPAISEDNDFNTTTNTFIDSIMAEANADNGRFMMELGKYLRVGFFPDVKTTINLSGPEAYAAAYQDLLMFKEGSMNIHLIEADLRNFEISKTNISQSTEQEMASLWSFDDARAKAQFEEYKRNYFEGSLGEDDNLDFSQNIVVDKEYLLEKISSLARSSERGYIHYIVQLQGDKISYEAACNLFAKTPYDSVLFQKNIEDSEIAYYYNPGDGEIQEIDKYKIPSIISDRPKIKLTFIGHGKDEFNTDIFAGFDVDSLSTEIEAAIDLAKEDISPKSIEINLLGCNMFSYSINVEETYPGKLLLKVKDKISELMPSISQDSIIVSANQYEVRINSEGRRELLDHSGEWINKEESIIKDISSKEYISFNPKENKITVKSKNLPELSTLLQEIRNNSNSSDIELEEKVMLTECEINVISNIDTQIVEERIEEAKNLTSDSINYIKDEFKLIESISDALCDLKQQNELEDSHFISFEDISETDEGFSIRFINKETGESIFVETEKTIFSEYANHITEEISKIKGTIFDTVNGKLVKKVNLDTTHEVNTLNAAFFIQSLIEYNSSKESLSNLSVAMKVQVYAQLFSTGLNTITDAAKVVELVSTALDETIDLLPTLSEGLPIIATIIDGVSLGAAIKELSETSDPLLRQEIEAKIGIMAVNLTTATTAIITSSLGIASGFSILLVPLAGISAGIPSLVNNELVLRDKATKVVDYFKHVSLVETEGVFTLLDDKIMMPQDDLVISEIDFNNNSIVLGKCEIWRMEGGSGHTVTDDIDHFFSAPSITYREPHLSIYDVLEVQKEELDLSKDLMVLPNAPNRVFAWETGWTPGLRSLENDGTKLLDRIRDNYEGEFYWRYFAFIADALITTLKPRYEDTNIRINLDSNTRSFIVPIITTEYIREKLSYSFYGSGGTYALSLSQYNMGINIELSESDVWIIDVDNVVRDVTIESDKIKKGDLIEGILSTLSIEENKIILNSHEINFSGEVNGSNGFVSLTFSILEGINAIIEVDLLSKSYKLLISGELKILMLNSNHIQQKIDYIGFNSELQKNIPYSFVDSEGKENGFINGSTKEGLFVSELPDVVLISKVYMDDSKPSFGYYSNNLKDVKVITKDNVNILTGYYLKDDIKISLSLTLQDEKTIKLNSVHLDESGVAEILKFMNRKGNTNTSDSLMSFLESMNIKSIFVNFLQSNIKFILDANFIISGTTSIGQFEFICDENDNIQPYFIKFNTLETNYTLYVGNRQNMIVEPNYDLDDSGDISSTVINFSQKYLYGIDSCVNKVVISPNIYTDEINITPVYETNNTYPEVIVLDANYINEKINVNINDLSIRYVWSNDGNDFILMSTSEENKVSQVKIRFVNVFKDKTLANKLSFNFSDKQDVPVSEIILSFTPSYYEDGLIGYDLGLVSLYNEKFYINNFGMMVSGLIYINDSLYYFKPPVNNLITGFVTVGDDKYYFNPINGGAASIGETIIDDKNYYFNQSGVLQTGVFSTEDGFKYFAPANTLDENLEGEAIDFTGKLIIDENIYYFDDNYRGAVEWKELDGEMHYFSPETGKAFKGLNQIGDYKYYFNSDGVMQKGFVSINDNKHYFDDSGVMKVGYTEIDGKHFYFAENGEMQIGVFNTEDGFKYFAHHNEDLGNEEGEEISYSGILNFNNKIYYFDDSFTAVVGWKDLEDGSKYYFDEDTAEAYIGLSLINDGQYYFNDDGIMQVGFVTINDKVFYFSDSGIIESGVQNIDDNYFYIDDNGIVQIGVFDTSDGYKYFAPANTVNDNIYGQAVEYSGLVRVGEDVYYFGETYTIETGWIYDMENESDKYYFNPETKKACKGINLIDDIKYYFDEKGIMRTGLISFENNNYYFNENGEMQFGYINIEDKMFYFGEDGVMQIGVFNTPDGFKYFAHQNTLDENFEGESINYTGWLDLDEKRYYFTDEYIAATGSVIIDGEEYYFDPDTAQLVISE
Starred values were filed as active, the others as inactive. An excerpt, so the mix of outcomes need not match the whole.

A first look:
C[C@H](CO)N1C[C@H](C)[C@H](CN(C)Cc2ccc(C(=O)Nc3ccccc3N)cc2)Oc2ccc(NS(=O)(=O)c3cccs3)cc2CC1=O was read as TcdB inh -0.3.
`N#C[C@@H]1[C@H](c2ccc(C#CC3CCCC3)cc2)[C@H](CO)N1C(=O)c1cccc(F)c1` gave TcdB inh 0.6.
Screening C[C@H]1CN([C@@H](C)CO)C(=O)c2cc(C#CCN(C)C)cnc2O[C@H]1CN(C)C returned TcdB inh 0.7.

This part in full (from the top)
C[C@H](CO)N1C[C@H](C)[C@H](CN(C)Cc2ccc(C(=O)Nc3ccccc3N)cc2)Oc2ccc(NS(=O)(=O)c3cccs3)cc2CC1=O was read as TcdB inh -0.3.
`N#C[C@@H]1[C@H](c2ccc(C#CC3CCCC3)cc2)[C@H](CO)N1C(=O)c1cccc(F)c1` gave TcdB inh 0.6.
Screening C[C@H]1CN([C@@H](C)CO)C(=O)c2cc(C#CCN(C)C)cnc2O[C@H]1CN(C)C returned TcdB inh 0.7.
For C[C@@H]1CN([C@@H](C)CO)C(=O)c2cc(NS(=O)(=O)c3ccc(F)cc3)ccc2O[C@@H](C)CCCCO[C@@H]1CN(C)C(=O)CCCN(C)C the results were TcdB inh 0.2.
O=C(C[C@H]1CC[C@@H]2[C@H](COC[C@@H](O)CN2Cc2nccs2)O1)NCc1ccc(Cl)cc1 was read as TcdB inh -0.8.
O=C(C[C@@H]1CC[C@H](NC(=O)c2ccc(F)cc2)[C@@H](CO)O1)NCc1ccncn1 was read as TcdB inh 0.8.
`COc1ccccc1/C=C/C=O` gave TcdB inh 0.4.
COc1ccc(NC(=O)N(C)C[C@@H]2Oc3ccc(NS(=O)(=O)c4c(C)noc4C)cc3CC(=O)N([C@@H](C)CO)C[C@@H]2C)cc1 was read as TcdB inh -9.7.
O=C(C[C@H]1CC[C@H](NC(=O)c2ccccc2)[C@@H](CO)O1)Nc1ccc(-c2ccccc2)cc1 was read as TcdB inh -0.3.
CCCNC(=O)Nc1ccc2c(c1)C(=O)N(C)C[C@H](OC)[C@H](C)CN(C(=O)C1CCCCC1)[C@@H](C)CO2 was read as TcdB inh -0.1.
Screening CCS(=O)(=O)N1CC(=O)N2[C@H](CO)[C@@H](c3ccc(C#CCC4CCCC4)cc3)[C@H]2C1 returned TcdB inh 0.4.
Screening COc1ccc(NC(=O)N(C)C[C@@H]2OCCCC[C@H](C)Oc3ccc(NC(=O)Nc4c(C)noc4C)cc3C(=O)N([C@@H](C)CO)C[C@@H]2C)cc1 returned TcdB inh -0.6.
Screening COc1ccc2c3c([nH]c2c1)[C@H](CO)NCC31CCN(C(=O)C2CCC2)CC1 returned TcdB inh -0.4.
For C[C@@H]1CN([C@@H](C)CO)C(=O)c2cc(-c3cccnc3)cnc2O[C@H]1CN(C)C(=O)NC1CCCC1 the results were TcdB inh -0.8.
CC(C)NC(=O)N(C)C[C@H]1OCCCC[C@H](C)Oc2ccc(NC(=O)CCCN(C)C)cc2C(=O)N([C@@H](C)CO)C[C@H]1C was read as TcdB inh 1.6.
Cc1noc(C)c1NC(=O)N(C)C[C@H]1Oc2c(NS(=O)(=O)c3ccc(F)cc3)cccc2C(=O)N([C@@H](C)CO)C[C@@H]1C was read as TcdB inh 0.3.
`COCC(=O)N1[C@@H](CO)[C@@H](c2ccccc2)C12CN(C(=O)c1ccccc1)C2` gave TcdB inh -9.1.
O=C(N[C@@H]1CC[C@H](CC(=O)N2CCC(Cc3ccccc3)CC2)O[C@H]1CO)c1cnccn1 was read as TcdB inh -0.5.
COCC#Cc1cnc2c(c1)C(=O)N([C@H](C)CO)C[C@H](C)[C@@H](CN(C)C)O2 was read as TcdB inh 0.3.
`COCC(=O)N1CC[C@H]2[C@H](CO)Nc3ccc(C#Cc4ccc(F)cc4)cc3[C@H]21` gave TcdB inh -0.3.
Screening CC(C)c1[nH]nc2c1C(c1ccccc1)N(Cc1ccccc1)C2=O (configuration not stated) returned TcdB inh 2.2.
Screening O=C(C[C@H]1CC[C@@H](NC(=O)c2ccccc2)[C@@H](CO)O1)Nc1ccc(-c2ccccc2)cc1 returned TcdB inh 1.5.
COc1ccc(NC(=O)N[C@H]2CC[C@@H](CCn3cc(-c4ccccc4F)nn3)O[C@H]2CO)cc1 was read as TcdB inh -0.4.
Screening CN(C)CC#Cc1ccc([C@H]2[C@@H](CO)N3C(=O)CN(C(=O)c4ccccc4)C[C@H]23)cc1 returned TcdB inh 0.9.
COCC#Cc1ccc2c(c1)O[C@H](CN(C)C(=O)CN(C)C)[C@@H](C)CN([C@@H](C)CO)S2(=O)=O was read as TcdB inh -2.0.
Screening COc1ccc(CN(C)C[C@H]2OCCCC[C@H](C)Oc3ccc(NC(=O)C4CCCCC4)cc3C(=O)N([C@H](C)CO)C[C@H]2C)cc1 returned TcdB inh -0.8.
O=c1[nH]c(=O)n(C2OC(CO)C(O)C(O)C2O)cc1F (configuration not stated) was read as TcdB inh 0.6.
COCC(=O)Nc1ccc2c(c1)C(=O)N(C)[C@@H]1CC[C@@H](CC(=O)NCCc3ccncc3)O[C@H]1CO2 was read as TcdB inh -1.1.
Screening OC(c1ccccc1)(c1ccccc1)C1CCN(CCCOc2ccc(C(F)(F)F)cc2)CC1 returned TcdB inh -8.2.
`C[C@@H]1CN([C@@H](C)CO)C(=O)c2cccc(NS(=O)(=O)c3ccccc3)c2O[C@@H]1CN(C)Cc1ccc(-c2ccccc2)cc1` gave TcdB inh -10.
Cc1ccccc1S(=O)(=O)N1CC(=O)N2[C@H](CO)[C@@H](c3ccc(C#CC4CC4)cc3)[C@@H]2C1 was read as TcdB inh -0.4.
Screening CCN1[C@@H]2Cn3c(ccc(-c4ccc(F)cc4)c3=O)[C@H]1[C@@H](C(=O)Nc1ccccc1)[C@@H]2CO returned TcdB inh 1.1.
`C[C@@H]1CN([C@@H](C)CO)C(=O)c2cc(NC(=O)CCC(F)(F)F)ccc2O[C@@H](C)CCCCO[C@@H]1CN(C)C(=O)NC1CCCCC1` gave TcdB inh 1.2.
Screening C[C@H]1CN([C@@H](C)CO)C(=O)Cc2cc(NC(=O)Cc3ccccc3)ccc2O[C@@H]1CN(C)Cc1ccc(C(=O)O)cc1 returned TcdB inh 0.5.
`O=C(O)C[C@@H]1C[C@@H]2c3cc(NC(=O)CC4CC4)ccc3O[C@@H]2[C@H](CO)O1` gave TcdB inh 0.3.
`C[C@H]1CN([C@@H](C)CO)C(=O)c2cc(NC(=O)Nc3ccc(F)cc3)ccc2O[C@@H]1CN(C)C(=O)Nc1ccc(F)cc1` gave TcdB inh 1.1.
C[C@@H]1CN([C@H](C)CO)C(=O)Cc2cc(NC(=O)c3ccncc3)ccc2O[C@@H]1CN(C)Cc1ccc(Cl)c(Cl)c1 was read as TcdB inh 1.0.
Screening CC(C)CC#Cc1ccc2c(c1)O[C@@H](CN(C)C(=O)Cc1cccnc1)[C@@H](C)CN([C@@H](C)CO)S2(=O)=O returned TcdB inh 3.4.
Screening CC(=O)N1[C@@H]2c3ccc(-c4ccccc4)c(=O)n3C[C@@H]2[C@@H](CO)[C@@H]1C(=O)N1CCCCC1 returned TcdB inh 0.3.
Screening O=C(C[C@@H]1CC[C@H]2[C@@H](COC[C@@H](O)CN2S(=O)(=O)c2ccc(F)cc2)O1)N[C@@H]1CCN(Cc2ccccc2)C1 returned TcdB inh 0.0.

An excerpt from above in order of heavy-atom count, highest first.
Screening COc1ccc(CN(C)C[C@H]2OCCCC[C@H](C)Oc3ccc(NC(=O)C4CCCCC4)cc3C(=O)N([C@H](C)CO)C[C@H]2C)cc1 returned TcdB inh -0.8.
C[C@@H]1CN([C@H](C)CO)C(=O)Cc2cc(NC(=O)c3ccncc3)ccc2O[C@@H]1CN(C)Cc1ccc(Cl)c(Cl)c1 was read as TcdB inh 1.0.
Screening OC(c1ccccc1)(c1ccccc1)C1CCN(CCCOc2ccc(C(F)(F)F)cc2)CC1 returned TcdB inh -8.2.

Reprinted at random: 5 records from the list, in no set order.
Screening O=C(C[C@H]1CC[C@@H](NC(=O)c2ccccc2)[C@@H](CO)O1)Nc1ccc(-c2ccccc2)cc1 returned TcdB inh 1.5.
CCCNC(=O)Nc1ccc2c(c1)C(=O)N(C)C[C@H](OC)[C@H](C)CN(C(=O)C1CCCCC1)[C@@H](C)CO2 was read as TcdB inh -0.1.
O=c1[nH]c(=O)n(C2OC(CO)C(O)C(O)C2O)cc1F (configuration not stated) was read as TcdB inh 0.6.
COCC#Cc1ccc2c(c1)O[C@H](CN(C)C(=O)CN(C)C)[C@@H](C)CN([C@@H](C)CO)S2(=O)=O was read as TcdB inh -2.0.
`O=C(O)C[C@@H]1C[C@@H]2c3cc(NC(=O)CC4CC4)ccc3O[C@@H]2[C@H](CO)O1` gave TcdB inh 0.3.

The list goes on:
`C[C@H](CO)N1C[C@H](C)[C@@H](CN(C)C(=O)Nc2cccc3ccccc23)Oc2c(NS(=O)(=O)c3ccccc3)cccc2C1=O` gave TcdB inh -1.1.
For Cc1ccccc1S(=O)(=O)N1CC(=O)N2[C@H](C1)[C@H](c1ccc(C#Cc3ccccc3)cc1)[C@@H]2CO the results were TcdB inh 0.7.
`C/C=C/c1ccc2c(c1)O[C@H](CN(C)C(=O)c1cccnc1)[C@H](C)CN([C@@H](C)CO)S2(=O)=O` gave TcdB inh -1.0.
`CO[C@@H]1CN(C)C(=O)c2cc(NS(=O)(=O)c3cn(C)cn3)ccc2OC[C@@H](C)N(Cc2cccc(F)c2)C[C@H]1C` gave TcdB inh -0.6.
C=CCNC(=S)N(C)[C@H]1C[C@H]2c3cc(-c4ccccc4C)ccc3CCN2C[C@H]1[C@H](C)O was read as TcdB inh 0.4.
Screening CCCNC(=O)N1CC2(CN(C(=O)COC)C2)c2c(n(C)c3cc(OC)ccc23)[C@H]1CO returned TcdB inh 1.1.
Screening CN1C(=O)c2cc(NC(=O)c3ccccc3Cl)ccc2OC[C@H]2O[C@@H](CC(=O)NCC(F)(F)F)CC[C@H]21 returned TcdB inh 3.0.
Screening C[C@H](CO)N1C[C@H](C)[C@@H](CN(C)C(=O)Nc2cccc3ccccc23)Oc2ccc(NC(=O)CCCN(C)C)cc2C1=O returned TcdB inh -0.8.
For O=C(NCc1ccccc1)C(c1ccccc1)n1c(C2CC2)nc2ccccc21 (configuration not stated) the results were TcdB inh 1.7.
CCC(=O)N(C)C[C@H]1Oc2cc(C#Cc3cccnc3)ccc2S(=O)(=O)N([C@H](C)CO)C[C@@H]1C was read as TcdB inh 1.1.
CC(C)(C)NC(=O)C1C(c2ccccc2)=Nc2ccccc2N1C(=O)c1ccc(C(F)(F)F)cc1 (configuration not stated) was read as TcdB inh -6.4.
`COCC(=O)N(C)C[C@H]1Oc2cc(-c3cncnc3)ccc2S(=O)(=O)N([C@H](C)CO)C[C@@H]1C` gave TcdB inh 1.0.
`COc1ccc(S(=O)(=O)Nc2cccc3c2O[C@@H](CN(C)Cc2ccccc2)[C@@H](C)CN([C@@H](C)CO)C3=O)cc1` gave TcdB inh 0.8.
`O=C(C[C@H]1CC[C@H](NC(=O)c2cccnc2)[C@H](CO)O1)NCc1ccncn1` gave TcdB inh 0.4.
CN(Cc1ccco1)C(=O)[C@@H](Cc1ccccc1)NC(=O)[C@H]1O[C@@H](n2ccc(=O)[nH]c2=O)[C@H](O)[C@@H]1O was read as TcdB inh -2.5.
Screening O=C(c1ccc2c(c1)OCO2)N1CC2(C1)[C@@H](c1ccccc1)[C@H](CO)N2C(=O)C1CCC1 returned TcdB inh 2.3.
`CCNC(=O)Nc1ccc2c(c1)C(=O)N(C)[C@H]1CC[C@H](CC(=O)Nc3ccccc3OC)O[C@@H]1CO2` gave TcdB inh 0.1.
Screening COC(=O)C[C@H]1C[C@@H]2c3cc(NC(=O)CC4CC4)ccc3O[C@@H]2[C@@H](CO)O1 returned TcdB inh 0.0.
For C[C@@H]1CN([C@H](C)CO)C(=O)Cc2cc(N(C)C)ccc2O[C@H]1CN(C)C(=O)NC1CCCCC1 the results were TcdB inh -7.3.
CO[C@@H]1CN(C)C(=O)c2cc(NC(=O)Nc3ccc(Cl)cc3)ccc2OC[C@H](C)N(C)C[C@@H]1C was read as TcdB inh -0.7.
For CC(C)(C)[S@@](=O)N1Cc2cc(C(=O)N3CCOCC3)nc(-c3cccc(Br)c3)c2[C@H]1CCO the results were TcdB inh 1.1.
CC1C2Cc3ccc(O)cc3C1(C)CCN2CC1CC1 (configuration not stated) was read as TcdB inh 0.8.
Screening COCC(=O)Nc1ccc2c(c1)C(=O)N(C)C[C@H](OC)[C@@H](C)CN(Cc1ccccc1OC)[C@@H](C)CO2 returned TcdB inh -1.1.
Screening CCN1[C@@H]2c3ccc(C4=CCCC4)c(=O)n3C[C@@H]2[C@@H](CO)[C@@H]1C(=O)NCc1ccccn1 returned TcdB inh -0.6.
Screening N#C[C@@H]1[C@@H](c2ccccc2-c2ccccc2)[C@@H](CO)N1C(=O)NC1CCCC1 returned TcdB inh 1.3.
COCCNC(=O)C[C@@H]1C[C@@H]2c3cc(NC(=O)C4CCOCC4)ccc3O[C@@H]2[C@@H](CO)O1 was read as TcdB inh -4.3.
For Cc1noc(C)c1NC(=O)N(C)C[C@H]1OCCCC[C@@H](C)Oc2ccc(NS(=O)(=O)c3ccc(Cl)cc3)cc2C(=O)N([C@H](C)CO)C[C@H]1C the results were TcdB inh -13.
`CCCC(=O)Nc1ccc2c(c1)C(=O)N(C)C[C@@H](OC)[C@@H](C)CN(Cc1ccccc1F)[C@@H](C)CO2` gave TcdB inh 0.1.
For O=C(C[C@@H]1C[C@H]2c3cc(NS(=O)(=O)c4ccccc4)ccc3O[C@H]2[C@H](CO)O1)NC1CCCCC1 the results were TcdB inh 2.0.
For CNC[C@@H]1Oc2ccc(NC(=O)Cc3cn(C)c4ccccc34)cc2CC(=O)N([C@@H](C)CO)C[C@@H]1C the results were TcdB inh 1.3.
For C[C@@H]1CN([C@H](C)CO)C(=O)c2cc(NS(=O)(=O)c3ccc(Cl)cc3)ccc2O[C@@H](C)CCCCO[C@H]1CN(C)C(=O)Nc1ccc(C(F)(F)F)cc1 the results were TcdB inh -1.2.
Screening N#C[C@@H]1[C@H](c2ccccc2-c2cccc(F)c2)[C@H](CO)N1C(=O)C1CCC1 returned TcdB inh 0.9.
Screening C[C@H]1CN([C@@H](C)CO)C(=O)Cc2cc(NC(=O)c3ccncc3)ccc2O[C@H]1CN(C)Cc1ccc(-c2ccccc2)cc1 returned TcdB inh -0.2.
